# CASP6 VEID inh = human caspase-6 inhibitors, primary screen, biochemical, VEID-R110 fluorescence, single point, set 2; P55212; purified caspase-6, Z-VEID-R110 cleavage fluorescence; inhibition, % at 12.5 µM; 350,000 compounds, 0.53% hits; AID 686996, 2013;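 active means mean inhibition across replicates at least about 35%, with every replicate also reaching that limit, limit read from the data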;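 further: 0% = median of neutral control wells and 100% = no fluorescence left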
# Target sequence (P55212 24-179 limits assumed): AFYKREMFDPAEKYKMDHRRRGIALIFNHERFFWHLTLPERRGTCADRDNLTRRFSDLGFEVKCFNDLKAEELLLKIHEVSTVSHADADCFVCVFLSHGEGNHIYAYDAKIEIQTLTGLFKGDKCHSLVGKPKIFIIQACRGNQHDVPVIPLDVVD
# Target sequence (P55212 194-293 limits assumed): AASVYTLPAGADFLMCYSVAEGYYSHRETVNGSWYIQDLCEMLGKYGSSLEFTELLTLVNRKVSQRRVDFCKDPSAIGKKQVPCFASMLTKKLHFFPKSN
# EWS-Fli inh = EWS/Fli-driven NR0B1 reporter inhibitors, primary screen, A673 cells, NR0B1 luciferase, luminescence, MLPCN library; viability-normalised; inhibition, % at 12.6 µM; 350,000 compounds, 0.67% hits; AID 651661, 2012;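 active means mean inhibition of at least 50% after viability correction, with every replicate also passing that limit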;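 further: firefly luciferase signal divided by Alamar Blue viability fluorescence both relative to DMSO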
# DENV2 CPE = inhibitors of DENV2 cytopathic effect, primary screen, cell-based, plate reader, single concentration; DENV2-infected cells, cytopathic effect rescue; CPE inhibition, % at 9.99 µM; 350,000 compounds, 1.7% hits; in the data active means CPE inhibition above about 20%, passing the limit was not always enough; tested in BHK-21 cells;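 further: 0% = median of neutral control wells and 100% = median of positive control wells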
# LGR2 antag = inhibitors of bursicon-induced LGR2 CRE-luciferase signal, primary screen, cell-based, HEK293, CRE-luciferase reporter, bursicon stimulation. bursicon-stimulated, 4 h. 380,000 compounds, 0.35% hits. inhibition, % at 9.99 µM;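 active means drop in luminescence signal, shown as inhibition above about 50% in the replicate tests, limit read from the data, passing the limit was not always enough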;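 further: agonist challenge used bursicon conditioned medium at about half maximal strength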
# PAX8 inh HTS = inhibitors of PAX8-driven TPO luciferase reporter, primary screen, RMG-I cells, single concentration. SteadyGlo, 24 h. inhibition, % at 12.6 µM. 360,000 compounds, 1.2% hits. AID 652154, 2013;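 active means mean replicate inhibition at least 60% with every replicate also reaching 60%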;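 further: luciferase light reporting Pax8 driven TPO promoter activity; plate controls were median of neutral control wells for no effect and mitoxantrone controls for full effect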
# ARNT TACC3 PPI = disruptors of ARNT/TACC3 protein interaction, primary screen, biochemical, AlphaScreen, single concentration. AlphaScreen His-ARNT PAS-B/GST-TACC3 binding, luminescence; TACC3 fragment carries E629A point mutation. inhibition, % at 9.99 µM. 390,000 compounds, 0.66% hits. AID 623870, 2012;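 active means mean inhibition of replicates at least 50% and at least half of replicates each reaching 50%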;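 further: 0% = complete ARNT plus TACC3 wells and 100% = ARNT alone without TACC3; many hits fall short of the cut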
# SIRT5 inh = SIRT5 desuccinylase inhibitors, primary screen, biochemical, fluorescence imaging, single point, set 5 | NAD-dependent protein deacylase sirtuin-5, mitochondrial (Homo sapiens), Q9NXA8 | inhibition, % at 15 µM | Purified SirT5, succinyl-peptide AMC, trypsin-coupled fluorescence | 330,000 compounds, 1.1% hits; in the data active means inhibition above about 15%
# Target sequence (Q9NXA8 whole entry, looked up): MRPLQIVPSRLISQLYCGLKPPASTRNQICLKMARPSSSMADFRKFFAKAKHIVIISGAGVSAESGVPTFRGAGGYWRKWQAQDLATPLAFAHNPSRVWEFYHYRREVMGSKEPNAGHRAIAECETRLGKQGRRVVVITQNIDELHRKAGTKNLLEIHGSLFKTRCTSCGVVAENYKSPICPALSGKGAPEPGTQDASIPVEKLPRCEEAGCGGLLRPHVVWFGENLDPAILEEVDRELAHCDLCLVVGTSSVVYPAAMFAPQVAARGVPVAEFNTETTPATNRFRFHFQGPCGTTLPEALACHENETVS
# * hit, by the source's call; x = no result given.
# Under each structure – CASP6 VEID inh | EWS-Fli inh | DENV2 CPE | LGR2 antag | PAX8 inh HTS | ARNT TACC3 PPI | SIRT5 inh
CCOC(=O)NN1C(=O)c2ccccc2NC1c1ccccn1 (stereo not given)
→ -1 | -7 | -2 | x | 5 | 5 | -4
COc1ccc2c3c([nH]c2c1)[C@H](CO)N(C(=O)c1cnccn1)CC31CN(C(=O)c2cnccn2)C1
→ x | -3 | 6 | -11 | x | x | x
C[C@H]1CN([C@@H](C)CO)C(=O)c2cc(NC(=O)CCN3CCOCC3)ccc2O[C@H]1CN(C)S(=O)(=O)c1ccccc1
→ -1 | 8 | 12 | -2 | 6 | 0 | -1
Cc1cc(C)n2c(nc3ccccc32)c1C(=O)NN
→ -2 | -4 | -5 | -18 | 0 | x | -4
Cc1c(NC(=O)CSc2nnc(-c3ccncc3)n2C)c(=O)n(-c2ccccc2)n1C
→ 4 | 0 | 6 | -1 | -5 | x | x
OCCNc1nc2nonc2nc1NCCO
→ 3 | -2 | -5 | -20 | 5 | 1 | -1
COc1ccc(NC(=O)Nc2cccc3c2O[C@H](CN(C)C(=O)Nc2cccc4ccccc24)[C@H](C)CN([C@@H](C)CO)C3=O)cc1
→ x | 10 | -5 | 16 | 33 | 3 | x
COc1cc(CCC(=O)N2CCN(c3ncccn3)CC2)cc(OC)c1OC
→ 0 | 14 | x | 5 | -14 | 2 | -4
O=C(CSc1ccccc1)NCCCc1ccccc1
→ 0 | -5 | -9 | -1 | -20 | -5 | -1
O=C1NC[C@@H](Cc2cccc3ccccc23)N(CCc2cccc(F)c2)C1=O
→ 2 | -1 | -12 | 10 | 3 | x | x
C[C@@H]1CN([C@@H](C)CO)S(=O)(=O)c2ccc(C3=CCCC3)cc2O[C@@H]1CN(C)Cc1cncnc1
→ 0 | 1 | 3 | -18 | x | 1 | -1
CN(CC(=O)Nc1cccc(F)c1)C(=O)CN1C(=O)C2CC=CCC2C1=O (stereo not given)
→ 3 | -5 | -3 | -10 | -2 | -7 | -2
O=C(OCC(=O)N1CCCCCC1)c1ccc(Cl)c(S(=O)(=O)N2CCCC2)c1
→ 6 | 2 | -4 | 33 | 5 | -1 | -4
CC1=C(C(=O)N2CCOCC2)CC(CC(=O)NC2CC2)C(=O)N1Cc1ccc(F)cc1 (stereo not given)
→ 0 | -3 | 3 | 5 | -11 | x | 0
CO[C@@H]1CN(C)C(=O)c2cc(NC(=O)NC(C)C)ccc2OC[C@@H](C)N(CCC(F)(F)F)C[C@H]1C
→ x | 10 | x | 3 | 2 | 10 | x
NNC(=O)c1ccc(CSc2n[nH]c(=O)[nH]c2=O)cc1
→ 5 | -5 | 0 | -4 | 13 | -4 | -11
COc1ccccc1C(=O)N1C[C@H]2[C@@H](c3ccccc31)[C@H](CO)N2Cc1ccc(F)cc1
→ -4 | 14 | -8 | 1 | 19 | -1 | -2
CCN1CCCC1CNC(=O)C(=O)NC(C)C (stereo not given)
→ 0 | 8 | -3 | -3 | 13 | 6 | -2
COCCCNC(=O)c1cc(S(=O)(=O)N2CCC3(CC2)OCCO3)ccc1F
→ -1 | 7 | -5 | -11 | 3 | x | x
O=C1COc2ccc(C(=O)COC(=O)Cc3ccc(Cl)cc3)cc2N1
→ 9 | 3 | -3 | -16 | -6 | 5 | 1
CCn1c(COc2ccc(Cl)cc2)nnc1SC1CCc2ccccc2C1=O (stereo not given)
→ 3 | 6 | -2 | -1 | 20 | -3 | 2
CS(=O)(=O)Nc1ccc2c(c1)[C@H]1C[C@H](CC(=O)NCC3CC3)O[C@@H](CO)[C@H]1O2
→ -2 | -6 | 5 | -7 | -5 | 2 | 1
COc1ccc(CNC(=O)Cn2nnc3ccccc3c2=O)cc1
→ 0 | -23 | -1 | -5 | -63 | -4 | 0
CC1CCCCN1C(=O)c1cc2c(=O)n3ccccc3nc2s1 (stereo not given)
→ 9 | -36 | 1 | -20 | -25 | 1 | -14
CC(=O)Nc1ccc(C=NNc2ccc([N+](=O)[O-])cn2)cc1
→ -4 | -126 | -1 | -75 | -194 | 0 | x
CCN(Cc1ccc2c(c1)OCCO2)S(=O)(=O)c1ccc(NC(C)=O)cc1
→ 2 | 0 | 9 | 2 | -4 | x | -4
COc1ccc(C(C(=O)NCC2CCCO2)N(C(=O)Cn2nnc3ccccc32)c2ccc(NC(C)=O)cc2)cc1OC (stereo not given)
→ -4 | 2 | -1 | -21 | 13 | -9 | -1
CCCCN(CC)Cc1ccc(CNC(=S)Nc2ccc(C)cc2Cl)o1
→ -4 | 21 | x | 2 | -10 | -2 | -2
C/C=C/c1cnc2c(c1)C(=O)N([C@H](C)CO)C[C@H](C)[C@@H](CN(C)Cc1ccncc1)O2
→ 0 | -5 | 3 | -19 | x | 1 | -7
CCCNC(=O)N1CC2(CCN(Cc3ccccn3)CC2)c2c(n(C)c3cc(OC)ccc23)[C@H]1CO
→ 0 | -5 | 8 | -18 | x | x | -1
O=C(CC1OC(=O)c2ccccc21)Nc1cccc(S(=O)(=O)N2CCCCCC2)c1 (stereo not given)
→ 5 | 14 | 4 | -7 | 30 | 2 | 8
CCOC(=O)N1CCN(c2c(NCCc3ccccc3)c(=O)c2=O)CC1
→ -5 | -9 | 8 | 24 | -19 | -2 | -1
COC/C=C/C1=CC2=CC(=O)C(C)(OC(=O)c3cnc4ccccc4n3)C(=O)C2=CN1CCOC (stereo not given)
→ 21 | -25 | -3 | 8 | 17 | 16 | x
COc1ccccc1-c1ccc2c(c1)O[C@@H](CN(C)C)[C@@H](C)CN([C@@H](C)CO)S2(=O)=O
→ 0 | 0 | 10 | 1 | x | 0 | -4
COc1ccc(-c2nc3cc(NC(=S)NC(=O)Cc4ccccc4)ccc3o2)cc1
→ x | x | x | -11 | -132 | -11 | x

# Whole records from above. Order of screens: CASP6 VEID inh	EWS-Fli inh	DENV2 CPE	LGR2 antag	PAX8 inh HTS	ARNT TACC3 PPI	SIRT5 inh
# O=C(CC1OC(=O)c2ccccc21)Nc1cccc(S(=O)(=O)N2CCCCCC2)c1 (stereo not given) is listed with 5	14	4	-7	30	2	8
# COc1cc(CCC(=O)N2CCN(c3ncccn3)CC2)cc(OC)c1OC is listed with 0	14	x	5	-14	2	-4
# COc1ccc(C(C(=O)NCC2CCCO2)N(C(=O)Cn2nnc3ccccc32)c2ccc(NC(C)=O)cc2)cc1OC (stereo not given) is listed with -4	2	-1	-21	13	-9	-1
# C/C=C/c1cnc2c(c1)C(=O)N([C@H](C)CO)C[C@H](C)[C@@H](CN(C)Cc1ccncc1)O2 is listed with 0	-5	3	-19	x	1	-7
# COC/C=C/C1=CC2=CC(=O)C(C)(OC(=O)c3cnc4ccccc4n3)C(=O)C2=CN1CCOC (stereo not given) is listed with 21	-25	-3	8	17	16	x

# Three compounds out of the list above, ordered by their value in DENV2 CPE, descending.
Compound	CASP6 VEID inh	DENV2 CPE	LGR2 antag	ARNT TACC3 PPI	SIRT5 inh
COc1ccccc1-c1ccc2c(c1)O[C@@H](CN(C)C)[C@@H](C)CN([C@@H](C)CO)S2(=O)=O	0	10	1	0	-4
CCOC(=O)N1CCN(c2c(NCCc3ccccc3)c(=O)c2=O)CC1	-5	8	24	-2	-1
O=C(CC1OC(=O)c2ccccc21)Nc1cccc(S(=O)(=O)N2CCCCCC2)c1 (stereo not given)	5	4	-7	2	8
